Pin1 inh – qHTS Assay to Find Inhibitors of Pin1; Potency, µM (titrated, usually from 115 µM), without a hit: at the top dose activity, negative = inhibition, usual class: inhibitors; Peptidyl-prolyl cis-trans isomerase NIMA-interacting 1 (Homo sapiens), Q13526; 390,000 compounds, 0.009% hits; Pin1 FP peptide displacement, HiFluor488, 10 min; active means well fitted inhibition curve with a large enough effect in the polarisation, with a control signal flat, not every such curve was filed as active; inconclusive means small, poorly fitted or top-dose-only effect, or effect the other way, or a change in a side signal; inactive means no such curve, though single readings can be large or run the other way; the % refers to the polarisation; further: potency means the concentration at half of the fitted maximal effect; on the % scale 0 is the no-effect control and ±100 the full control effect
Target sequence (Q13526 whole entry, looked up): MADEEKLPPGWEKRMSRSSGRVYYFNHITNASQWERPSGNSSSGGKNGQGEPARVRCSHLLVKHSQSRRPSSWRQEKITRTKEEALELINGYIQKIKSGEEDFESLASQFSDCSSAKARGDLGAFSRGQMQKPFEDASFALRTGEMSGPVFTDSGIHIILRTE
Tb PGK inh – qHTS Assay to Find Inhibitors of Phosphoglycerate Kinase; 380,000 compounds, 0.043% hits; Phosphoglycerate kinase, glycosomal (Trypanosoma brucei brucei), P07378; Potency, µM (series often up to 57.5 µM), without a hit: at the highest dose activity change, negative = inhibition, hits mostly inhibitors; PGK/GAPDH coupled, Kinase-Glo luminescence, 60 min; further: potency means the concentration at half of the fitted maximal effect; on the % scale 0 is the no-effect control and ±100 the full control effect; nearly all actives have a fitted effect of over 60% in size
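Recombinant glycosomal PGK reaction used 1,3-bisphosphoglycerate generated in-well by GAPDH (100nM final) in 100mM TEA pH 7.6, 5mM MgCl2, 0.01% Tween-20. After 60 minutes at room temperature, ATP was read by Kinase-Glo Plus luminescence end-point.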
GLS inh – qHTS for Inhibitors of Glutaminase (GLS) | Glutaminase kidney isoform, mitochondrial (Homo sapiens), O94925 | GLS enzymatic activity, qHTS titration | Potency, µM (highest dose often 45.5 µM), for inactives: top-dose activity change, negative = inhibition, hits mostly inhibitors | 410,000 compounds, 0.21% hits | AID 624170, 2012; further: potency means the concentration at half of the fitted maximal effect; on the % scale 0 is the no-effect control and ±100 the full control effect
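Glutamate formation by hKGA was monitored fluorometrically using coupled glutamate oxidase, HRP and Amplex Red. Substrate was added as 1 mM L-glutamine solution; incubation was 30 min at RT after an initial read.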
G9a block – qHTS Assay for Inhibitors of Histone Lysine Methyltransferase G9a. 350,000 compounds, 8.8% hits. AID 504332, 2011. G9a H3K9 monomethylation, AlphaScreen, 2 h. Potency, µM (top dose mostly 102 µM), without a hit: top-dose activity, negative = inhibition, actives largely listed as inhibitors. Histone-lysine N-methyltransferase EHMT2 (Homo sapiens), Q96KQ7; further: potency means the concentration at half of the fitted maximal effect; on the % scale 0 is the no-effect control and ±100 the full control effect; nearly all actives have a fitted effect of over 75% in size
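Enzyme 20 nM + cpd, 15 min RT; add b-H3K9 pep 500 nM / SAM 20 uM; 2 h RT; anti-H3K9me1 Ab 0.5 ug/mL + SA donor / anti-rabbit acceptor beads 20 ug/mL each, 10 min; AlphaScreen read.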
BAZ2B block – qHTS Assay for Inhibitors of BAZ2B. 360,000 compounds, 4.4% hits. Potency, µM (titrated, usually from 114 µM), inactives show at the top dose activity change, negative = inhibition, actives largely listed as inhibitors. Bromodomain adjacent to zinc finger domain protein 2B (Homo sapiens), Q9UIF8. AlphaScreen BAZ2B-H3K14Ac peptide displacement; further: potency means the concentration at half of the fitted maximal effect; on the % scale 0 is the no-effect control and ±100 the full control effect; nearly all actives have a fitted effect of over 60% in size
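BAZ2B 50 nM plus b-H3(5-23)K14Ac 50 nM, PBS pH 7.4/0.01% Tween-20, 30 min RT; compound added (max 110 uM), 30 min RT; streptavidin donor/Ni-chelate acceptor beads 10 ug/mL final, 20 min dark; AlphaScreen read.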
PI4K2A block – qHTS for small molecular inhibitors of PI4K2A | activity change, negative = inhibition, % at 76.9 µM | AID 1346378, 2018 | Phosphatidylinositol 4-kinase type 2-alpha (Homo sapiens), Q9BTU6 | purified PI4K2A, ADP-Glo luminescence, 1 h; stronger effect = lower value | 420,000 compounds, 0.13% hits; in the data active means activity change below about -50%; inconclusive means mostly about -30% to -49%;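 further: -100% = wells without enzyme as full effect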
Target sequence (Q9BTU6 whole entry, looked up): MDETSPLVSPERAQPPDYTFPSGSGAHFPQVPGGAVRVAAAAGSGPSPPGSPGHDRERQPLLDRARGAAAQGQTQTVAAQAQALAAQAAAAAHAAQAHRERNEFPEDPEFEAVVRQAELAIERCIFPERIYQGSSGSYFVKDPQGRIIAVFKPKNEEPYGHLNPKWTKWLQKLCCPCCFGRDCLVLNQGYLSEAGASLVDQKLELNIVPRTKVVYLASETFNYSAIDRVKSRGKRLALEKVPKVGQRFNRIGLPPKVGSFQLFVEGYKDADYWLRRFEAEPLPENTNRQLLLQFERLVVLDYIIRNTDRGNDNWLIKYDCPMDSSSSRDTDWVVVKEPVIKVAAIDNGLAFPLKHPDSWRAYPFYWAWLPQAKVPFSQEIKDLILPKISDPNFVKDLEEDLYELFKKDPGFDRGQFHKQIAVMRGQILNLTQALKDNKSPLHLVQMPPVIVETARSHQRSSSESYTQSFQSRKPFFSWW
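PI4K2A activity was measured by ADP-Glo luminescence: enzyme (4 ug/mL stock) and phosphatidylinositol (1.2 mM stock) in Tris pH 7.5/MgCl2/EGTA/Triton X-100 buffer were reacted with ATP (300 microM stock) for one hour at ambient temperature.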
HP1b chromo inh – HTS for Inhibitors of HP1-beta Chromodomain Interactions with Methylated Histone Tails; Chromobox protein homolog 1 (Homo sapiens), P83916; AlphaScreen HP1-beta / biotin-H3K9me3 peptide binding; Potency, µM (highest dose often 114 µM), inactives show top-dose activity change, negative = inhibition, hits mostly inhibitors; 390,000 compounds, 0.56% hits; further: potency means the concentration at half of the fitted maximal effect; nearly all actives have a fitted effect of over 70% in size; inactives centre near 23
Target sequence (P83916 whole entry, looked up): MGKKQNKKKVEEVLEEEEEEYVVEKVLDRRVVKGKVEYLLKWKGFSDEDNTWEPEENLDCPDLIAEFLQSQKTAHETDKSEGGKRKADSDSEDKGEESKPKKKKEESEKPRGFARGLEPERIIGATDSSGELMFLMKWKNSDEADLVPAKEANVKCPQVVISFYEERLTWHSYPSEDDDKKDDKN
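HP1-beta protein (50 nM final) preincubated 30 min at room temperature with biotinylated H3(1-18)K9me3 peptide (50 nM) in PBS pH 7.4, 0.01% Tween-20, then compound added for 30 min. AlphaScreen streptavidin donor/nickel chelate acceptor beads (10 ug/mL final), 30 min dark, luminescence read.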
JMJD2A Tudor inh – qHTS Assay for Inhibitors of JMJD2A-Tudor Domain; Lysine-specific demethylase 4A (Homo sapiens), O75164; AlphaScreen JMJD2A-Tudor / H3K4me3 peptide binding; Potency, µM (titrated, usually from 114 µM), for the others: at the top dose activity change, negative = inhibition, actives largely listed as inhibitors; 390,000 compounds, 4.4% hits; further: potency means the concentration at half of the fitted maximal effect; on the % scale 0 is the no-effect control and ±100 the full control effect; nearly all actives have a fitted effect of over 50% in size
ERG-DNA inh – qHTS for Small Molecule Inhibitors of the ERG Ets/DNA interaction; 370,000 compounds, 0.028% hits; Transcriptional regulator ERG (Homo sapiens), P11308; Potency, µM (doses to about 76.9 µM), without a hit: at the top dose FP activity, negative = inhibition, actives largely listed as inhibitors; fluorescence polarization, His-ERG Ets domain / labelled DNA; active means well fitted inhibition curve with a large enough effect in the polarisation, with a control signal flat; inconclusive means small, poorly fitted or top-dose-only effect, or effect the other way, or a change in a side signal; inactive means no such curve, though single readings can be large or run the other way; the % refers to the polarisation;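 further: polarization taken with two DNA probes labelled with fluorescein and Texas red; potency means the concentration at half of the fitted maximal effect; % of control where 0% means no effect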
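His-tagged ERG Ets domain (1 uM in the protein solution; 300mM KCl, 50mM Tris-HCl, 1mM EDTA, 1mM DTT, pH 7.5) received compound, then a probe mix of 5 nM fluorescein-DNA and 100nM Texas-615-DNA. Fluorescence polarization was read for both dyes.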
* marks the source's active call; other numbers are inactive results; i = inactive; u = inconclusive; x = no result given; [ ] = dose if it differs, or a comment. Unless noted, the call rests on the fitted dose curve; in most records, active means well fitted curve in the direction sought with a large enough effect; inconclusive means small, poorly fitted or top-dose-only effect, or another doubt; inactive means no such curve, though single readings can be large; an effect the other way counts as inactive or inconclusive.

GLS inh	G9a block	JMJD2A Tudor inh	ERG-DNA inh	PI4K2A block	BAZ2B block	Tb PGK inh	HP1b chromo inh	Pin1 inh	SMILES
-0.7%	-20.2%	-3.2%	-4.0%	1.2	-36.7%	-14.6%	19.6%	5.3%	CCOC(=O)C1=C(C)N=C2c3ccccc3C(=O)C2C1c1ccccc1 (stereo unspecified)
12.2%	x	-19.6%	-1.2%	-1.4	x	-2.9%	3.1%	-6.3%	CCOC(=O)COc1ccccc1/C=N/Nc1nnc2c3ccccc3n(C)c2n1
12.4%	-6.6%[12.7 µM]	-3.4%	3.2%	1.1	-13.4%	-5.0%	11.8%	-3.0%	COc1ccc(NS(=O)(=O)c2ccc(Cl)c(NC(=O)c3cccnc3Cl)c2)cc1
11.5%	-43.6%	-11.7%	4.0%	-3.1	-16.8%	-5.7%	25.5%	-9.6%	CCc1ccc(C(=O)Nc2cccc(-c3nn[nH]n3)c2)s1
-4.4%	7.5%[12.7 µM]	-9.7%	-7.6%	-4.5	4.1%	-2.5%	26.0%	u	COc1ccc(OC)c(-c2csc(NC(=O)CSc3nnnn3C)n2)c1
-12.1%	x	-0.7%	-20.8%	3.5	-2.0%	-8.6%	38.9%	0.3%	CCCCNC(=O)[C@H]1C[C@H]1[C@@H](O)[C@H](CO)NC(=O)[C@H](CC(C)C)NC(=O)OC(C)(C)C
4.7%	u	-15.0%	-6.2%	3.7	-13.1%	-6.2%	30.3%	5.7%	CCOC(=O)C1=C(C)OC(N)=C(C#N)C1c1ccc(OC)c(C)c1OC (stereo unspecified)
-1.9%	12.1%[2.33 µM]	-27.4%	-4.2%	2.2	u	-2.7%	-2.9%	u	COc1ccc(NC(=O)CSc2nnc(-c3ccoc3C)n2CCc2ccccc2)cc1
-3.7%	-13.0%[59 µM]	-14.7%	-2.0%	4.5	-0.6%	i	24.1%	-8.3%	CCC(=O)N1CCc2cc(S(=O)(=O)Nc3cc(C)ccc3OC)ccc21
-1.9%	u	17.8µM*	-0.8%	-1.3	u	7.6%	u	2.9%	Cc1ccc(N(Cc2ccco2)C(=O)c2ccc(N3CCCCC3)c([N+](=O)[O-])c2)cc1
0.5%	6.1%[59 µM]	-10.3%	x	-1.5	-6.6%	-0.9%	25.7%	-0.4%	Cc1ccccc1OCC(=O)Nc1nc(C)c(C(=O)N(C)C)s1
9.5%	19.2%[59 µM]	-16.6%	3.3%	-3.7	-6.5%	i	19.0%	-1.0%	CCCc1ccc(Oc2coc3cc(OCC(=O)Nc4ccccc4C)ccc3c2=O)cc1
-3.1%	-4.8%[12.7 µM]	-8.6%	-5.4%	0.9	-5.0%	-1.4%	31.1%	1.8%	O=C(Cn1cnc2ccccc21)Nc1cccc([N+](=O)[O-])c1
-1.9%	-8.3%[59 µM]	-9.8%	2.3%	-1.0	2.1%	-0.8%	24.5%	8.1%	CCc1nn(CC(=O)Nc2c(C)cccc2C)c(=O)c2cc3sccc3n12
-4.2%	u	-19.3%	6.5%	0.2	x	i	7.0%	-3.4%	COC(=O)CSCC(=O)Nc1nnc(-c2cccc(C)c2)s1
-1.7%	14.2%	-7.7%	4.1%	u	-15.8%	u	29.7%	-0.8%	CCCS(=O)(=O)c1cnc(C2COc3ccccc3O2)nc1N (stereo unspecified)
-0.8%	22.0%[2.33 µM]	-25.7%	-3.2%	-0.2	-0.6%	7.0%	17.3%	2.5%	COc1ccc(C2=CC(=O)C[C@H](c3ccc4c(c3)OCO4)C2)cn1
2.0%	0.1%	-20.6%	-15.9%	-11.3	-7.3%	0.0%	11.0%	0.6%	O=C(NCc1ccncc1)C(=O)N/N=C/c1ccc(OCc2ccccc2)cc1
2.8%	9.8%[12.7 µM]	-7.8%	3.8%	10.3	-1.5%	-6.3%	25.0%	-3.3%	COc1ccc2nc(N)sc2c1
-10.3%	x	-7.7%	-2.2%	-2.1	x	-0.5%	-8.2%	-3.6%	Cc1cc(C)cc(C(=O)NCC(=O)OCC(=O)NC2CC2)c1
0.4%	-6.0%[59 µM]	-13.9%	4.7%	-2.1	u	i	42.8%[activator]	1.0%	Clc1ccccc1Nc1ncnc2c1nc1n2CCCCC1
14.7%	x	-21.4%	-4.1%	-2.7	x	-0.7%	49.0%[activator]	u	CC(C)(C)OC(=O)NCCCCCNC(=O)c1nc[nH]c1C(=O)NCCCCCNC(=O)OC(C)(C)C
15.1%	-0.1%	-11.9%	-13.4%	-5.4	-25.7%	-3.4%	44.1%[activator]	-0.8%	CCOc1ccccc1NC(=S)N(CCC(C)C)C1CCN(C(C)=O)CC1
1.8%	2.0%[59 µM]	u	0.1%	0.9	-28.3%	2.9%	3.2%	-0.6%	O=C(O)c1cn(C2CCCCC2)c2ccccc2c1=O
-6.7%	1.9%[59 µM]	-5.8%	2.4%	0.1	-4.5%	7.7%	22.2%	-3.6%	Brc1ccc(-c2nnc3sc(CN4CCN(c5ccccc5)CC4)cn23)cc1

Limited to Tb PGK inh (2 entries from above):
compound,Tb PGK inh
CCCc1ccc(Oc2coc3cc(OCC(=O)Nc4ccccc4C)ccc3c2=O)cc1,i
O=C(Cn1cnc2ccccc21)Nc1cccc([N+](=O)[O-])c1,-1.4%

More results follow:
GLS inh	G9a block	JMJD2A Tudor inh	ERG-DNA inh	PI4K2A block	BAZ2B block	Tb PGK inh	HP1b chromo inh	Pin1 inh	SMILES
0.8%	-1.9%	-1.3%	4.6%	5.3	-7.1%	-6.8%	26.5%	-6.1%	COc1cccc(NC(=O)c2cccnc2)c1
-17.6%	-8.6%[12.7 µM]	-7.7%	10.1%	2.4	10.0%	i	47.6%[activator]	7.1%	CCC(C)NC(=O)c1ccc(CS(=O)(=O)Cc2ccc(Cl)cc2)o1 (stereo unspecified)
14.5%	35.5µM*	u	-2.4%	-1.7	50.1µM*	-17.2%	-10.5%	x	COc1ccc(C(=O)Oc2ccc(/C=N/Nc3ccc(Cl)c(C(=O)O)c3)cc2OC)cc1
-1.1%	9.7%[59 µM]	-11.5%[11.4 µM]	-3.9%	-25.0	-5.1%	-18.8%	22.4%	6.8%	CN(C(=O)c1ccco1)c1nc2c(s1)CCCC2
6.0%	u	-0.3%	16.1%	2.2	-12.7%	-2.5%	16.2%[57 µM]	-1.8%	O=C(Nc1ccc(C(=O)NCCCN2CCCCC2)cc1)C1=CSCCO1
-0.3%	-34.2%	-24.3%	x	-2.7	-29.2%	-2.4%	23.9%	1.6%	Cc1onc(-c2ccccc2Cl)c1C(=O)OCC(=O)N1CCN(c2ccccc2)CC1
-1.7%	70.8µM*	-4.8%	-11.0%	0.4	0.8%	-4.4%	33.9%	-4.7%	NC(=O)c1ccc[n+](Cc2ccccc2)c1
0.0%	-25.0%	-28.5%	7.1%	2.4	5.8%	-11.7%	-21.6%	-12.9%	COc1ccc([N+](=O)[O-])cc1NC(=O)C1CCCN1S(=O)(=O)c1cccs1 (stereo unspecified)
-0.9%	-3.0%[12.7 µM]	-9.8%	-14.4%	-3.2	-2.1%	-9.4%	23.5%	-7.1%	COc1cc(Cl)c(C)cc1NC(=O)CN1C(=O)C2CCCCC2C1=O (stereo unspecified)
1.5%	4.1%	-14.1%	0.3%	-4.0	3.8%	2.7%	21.8%	0.9%	Cc1nc(NCc2ccc3c(c2)OCO3)c2nnn(Cc3ccccc3)c2n1
-10.9%	7.2%	-2.1%	-8.1%	1.3	x	-0.9%	33.6%	-1.3%	Cc1ccc(Cn2c(SC(C)C(N)=O)nc3ccccc3c2=O)cc1 (stereo unspecified)
-2.5%	-4.0%[59 µM]	2.0%	-2.5%	0.4	4.2%	-2.2%	52.8%[activator]	0.6%	CCc1ccc(NC(=O)Cn2cc(S(=O)(=O)c3ccc(F)cc3)c(=O)c3cc(OC)ccc32)cc1
6.6%	10µM*	3.55µM*	5.9%	1.9	56.2µM*	-7.6%	u	0.5%	NC(=O)C1CCN(Cc2ccc(OCc3ccccc3)cc2)CC1
-2.9%	7.0%	-5.4%	-7.6%	-3.1	-0.7%	-0.2%	42.6%[activator]	-1.8%	CN(C)S(=O)(=O)Oc1ccc(Cl)cc1C(=O)Nc1cccc(C(F)(F)F)c1
-0.6%	8.6%[59 µM]	-35.5%	-14.4%	-0.7	-3.2%	3.0%	11.8%	0.3%	O=C(NC1CC1)C1=C[C@@H](c2ccc(Br)cc2)C[C@@H](OCc2ccc(CO)cc2)O1

Assay outcomes from PubChem.

Rows were taken by chance; any-hit rate near 11%.
